High-throughput results from PubChem BioAssay.
PKA-R1A act: activators of PKA-R1A holoenzyme, primary screen, biochemical, fluorescence polarization, Cy5-IP20, bovine R1A, mouse PKAc; cAMP-dependent protein kinase type I-alpha regulatory subunit (Bos taurus) + …; PKA-R1A dissociation; scaled: DMSO 0%, 113 µM cGMP 100%; activation, % at 11.4 µM; hit rate 0.083% among 340,000;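 active = percent activation above the mean of all tested compounds plus 3 SD, cut at about 19% in these data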;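 also: higher means more PKAc released from R1A so a rise in polarization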
SR-BI HDL uptake: inhibitors of SR-BI mediated HDL lipid uptake, primary screen, ldlA[mSR-BI] cells, fluorescence, single point; Scavenger receptor class B member 1 (Mus musculus), Q61009; AID 488896, 2010; hit rate 0.96% among 320,000; ldlA[mSR-BI] CHO cells, DiI-HDL uptake fluorescence, 3 h; inhibition, % at 12.5 µM;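 active = mean replicate inhibition of at least 70% and a set share of replicates each scoring 70 or more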;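 also: 0% = median of neutral control wells and 100% = median of positive control wells; values of inactives mirror those of a sister screen read the other way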
CDK5 p35 inh: inhibitors of human CDK5/p35 kinase, primary screen, biochemical, single concentration | Cyclin-dependent kinase 5 (Homo sapiens) + Cyclin-dependent kinase 5 activator 1 (Homo … | Recombinant CDK5/p35, ADP-Glo luminescence, 60 min | inhibition, % at 10 µM | hit rate 0.01% among 330,000 | AID 488839, 2010;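 active = highest replicate inhibition of at least 50% and at least 75% of replicates reaching 50%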;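 also: plate controls were DMSO neutral control for no effect and GW8510 at 10 µM for full effect; many of its hits are not listed in these tables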
dFosB act: activators of delta FosB homodimer, primary screen, biochemical, fluorescence polarization, TAMRA-CDK5 oligo, single point; Protein FosB (Mus musculus), P13346; purified delta FosB; percent of positive-control signal above neutral wells; activation, % at 25 µM; hit rate 0.99% among 340,000; AID 493131, 2011;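 active = mean activation above about 17%, with every replicate also reaching it, limit read from the data, passing the limit was not always enough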;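 also: fluorescence polarization rise as delta FosB binds a TAMRA Cdk5 AP-1 oligo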
Target sequence (P13346 whole entry, looked up): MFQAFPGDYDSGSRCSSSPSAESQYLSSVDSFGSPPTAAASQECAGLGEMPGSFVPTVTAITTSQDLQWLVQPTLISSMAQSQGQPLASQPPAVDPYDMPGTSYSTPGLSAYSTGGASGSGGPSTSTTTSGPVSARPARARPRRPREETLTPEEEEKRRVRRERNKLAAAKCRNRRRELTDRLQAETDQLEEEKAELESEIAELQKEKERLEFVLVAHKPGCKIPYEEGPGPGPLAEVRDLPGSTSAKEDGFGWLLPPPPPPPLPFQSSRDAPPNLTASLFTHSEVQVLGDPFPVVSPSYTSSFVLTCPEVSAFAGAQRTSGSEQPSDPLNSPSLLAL
SR-BI uptake up: activators of SR-BI mediated DiI-HDL uptake, primary screen, ldlA[mSR-BI] CHO cells, DiI fluorescence. 3 h; 100 = double the neutral-control signal. activation, % at 12.5 µM. hit rate 0.096% among 320,000;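 active = mean replicate activation of at least 60% and every replicate at or above 60%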;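 also: 0% = median plate neutral-control signal and 100% = twice that signal; values of inactives mirror those of a sister screen read the other way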
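Test system: SR-BI-overexpressing, LDLR-lacking CHO cells; Medium: Ham's F12 with 0.5% BSA, HEPES 25 mM, pH 7.4; Schedule: 3 h, 37 °C; Technique: bottom-read fluorescence, 550/595 nm.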
PKA-R2B activ: activators of PKA-R2B holoenzyme, primary screen, biochemical, fluorescence polarization, Cy5-IP20, human. hit rate 0.079% among 340,000. PKA-R2B holoenzyme dissociation; R2B truncated from residue 108, S112A mutant; 0% DMSO only, 100% 113 µM cGMP. activation, % at 11.4 µM;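 active = activation above a cutoff set at the mean over all compounds plus 3 SD, cut at about 18% in these data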;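 also: higher means more holoenzyme dissociation and a rise in polarization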
Target sequence (P31323 whole entry, looked up, other chains not shown, the tested form may be a part): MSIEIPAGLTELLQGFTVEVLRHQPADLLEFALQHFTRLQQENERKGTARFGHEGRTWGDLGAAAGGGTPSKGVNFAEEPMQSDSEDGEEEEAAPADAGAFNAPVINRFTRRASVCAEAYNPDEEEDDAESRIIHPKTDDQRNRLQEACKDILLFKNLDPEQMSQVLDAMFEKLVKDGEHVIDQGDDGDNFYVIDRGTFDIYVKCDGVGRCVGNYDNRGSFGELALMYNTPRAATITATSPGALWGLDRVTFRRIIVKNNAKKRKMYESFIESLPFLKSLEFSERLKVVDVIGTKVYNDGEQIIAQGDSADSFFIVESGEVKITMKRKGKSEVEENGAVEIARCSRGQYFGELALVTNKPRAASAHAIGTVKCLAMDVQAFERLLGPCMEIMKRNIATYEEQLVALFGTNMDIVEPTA
SUMO Mot1 rescue: yeast Mot1-301 growth rescue at high temperature, primary screen, SUMOylation pathway inhibitor project, S. cerevisiae, ATP luminescence, 38.5C | hit rate 1% among 320,000 | AID 2716, 2010 | growth rescue, % at 18.8 µM | S. cerevisiae Mot1-301 growth rescue; percent above DMSO median, 100 means doubled;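 active = every valid replicate shows activation above 250% relative to neutral control wells; inactive = the rest, any valid replicate at or below 250%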;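 also: OY570 slx delta 5 strain wells were the positive control but not used for scaling; some compounds called inactive have numbers as strong as hits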
MITF act: activators of MITF-driven TRPM1 promoter reporter, primary screen, cell-based, SK-MEL-5, luciferase, single point | AID 588334, 2011 | hit rate 0.75% among 300,000 | SK-MEL-5 TRPM1-promoter luciferase, 24 h; % of positive control, neutral wells = 0 | activation, % at 12.5 µM;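 active = mean activation of at least 80% with every replicate also reaching 80%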;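 also: 0% = neutral control wells and 100% = parthenolide positive control wells; values of inactives mirror those of a sister screen read the other way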
Pemphigus Ab inh: inhibitors of pemphigus antibody binding to DSG3, primary screen, biochemical, bead-based, flow cytometry, scFv-GFP. Desmoglein-3 (Homo sapiens), P32926. DSG3-coupled beads, scFv-anti-DSG3-GFP binding; hits give low values. binding (percent of control), % at 10 µM. hit rate 0.48% among 310,000. AID 588358, 2011;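 active = binding more than 3 SD below its plate's average and above zero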;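 also: hits lower antibody fragment binding to DSG3; some compounds called inactive have numbers as strong as hits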
Arrestin-AP2 inh: inhibitors of beta-arrestin/AP2 binding, primary screen, biochemical, GPCR trafficking, flow cytometry. beta-arrestin 1 C-terminal peptide binding to AP2 beta2-adaptin appendage (human). FITC-arrestin peptide / GST-AP2 beads; AP2 beta2 appendage carries R879A mutation. inhibition, % at 10 µM. hit rate 0.31% among 340,000. AID 504490, 2011;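 active = inhibition above a set limit, near 3 SD of compounds lacking own fluorescence, cut at about 54% in these data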;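 also: plate controls were DMSO wells for no effect and 5 µM unlabelled arrestin peptide for full effect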
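test system = AP2 appendage R879A on GSH beads | buffer or medium = PBS plus Tween 20 (0.05%) and BSA (0.1%) | incubation = 12 min plus 1 h, RT | detection = bead flow cytometry, FITC channel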
NSD2 HMT inh: NSD2 histone methyltransferase inhibitors, primary screen, biochemical, AlphaScreen, single concentration, set 2 | Histone-lysine N-methyltransferase NSD2 (Homo sapiens), O96028 | NSD2 peptide methylation, 120 min | inhibition, % at 12.5 µM | hit rate 0.54% among 310,000 | AID 743445, 2014; in the data active = inhibition above about 50%
An asterisk follows results filed as active; i = inactive; nt = not tested or not shown.

SMILES	PKA-R1A act	SR-BI HDL uptake	CDK5 p35 inh	dFosB act	SR-BI uptake up	PKA-R2B activ	SUMO Mot1 rescue	MITF act	Pemphigus Ab inh	Arrestin-AP2 inh	NSD2 HMT inh
O=C(NCCCN1CCCC1)C1CCN(C(=O)c2cc3sccc3n2Cc2ccc(F)cc2)CC1	1	-5	-1.4	10	5	1	41	13	108	1	10
Cc1oc(-c2ccc(Cl)cc2)nc1CN1CCC(C(=O)NCCCN2CCCC2=O)CC1	1	-7	0.9	-4	7	-3	-21	-4	109	5	nt
O=C(NC1CCN(Cc2ccccc2)CC1)c1ccccc1F	-4	-43	0.8	-1	43	-5	88	5	105	26	1
Cc1cccc(C(=O)OCC(=O)c2c(N)n(CC(C)C)c(=O)n(C)c2=O)c1[N+](=O)[O-]	-7	24	0.8	-3	-24	-4	4	-15	95	-9	0
Cc1ccc(F)cc1NC(=O)c1ccc(NS(=O)(=O)c2ccc(Br)s2)cc1	7	-18	-0.3	-5	18	-8	-10	10	91	7	1
O=C(Cn1nc(-c2ccccc2)nc1-c1ccccc1)N1CCOCC1	13	-20	-0.5	-5	20	8	nt	nt	122	-8	-4
C=C(C)Cn1c(=O)c2c(nc3n2CCCN3Cc2ccccc2)n(C)c1=O	6	-16	-2.7	-3	16	-4	-3	5	nt	22	2
Nc1cccc2c1C(=O)N(CCOc1ccc(F)cc1)C2=O	-11	7	2.7	-1	-7	-1	i	67	110	21	0
CN(C)S(=O)(=O)N(CCN1CCOCC1)Cc1ccccc1F	-6	-14	2.1	-4	14	-1	0	nt	104	3	-1
C=CCN(c1ccccc1)S(=O)(=O)c1cccc(C(=O)Nc2nc3ccccc3[nH]2)c1	-10	31	-0.7	47*	-31	-2	15	-3	103	7	0
CC1COc2ccccc2N1C(=O)c1ccc(Cl)nc1 (stereo not drawn)	-9	-11	-0.8	-3	11	3	-2	-17	105	12	-2
COc1ccccc1N1C(=O)C2C3C=CC(C3)C2C1=O (stereo not drawn)	5	-22	0.4	-4	22	5	-19	-6	108	0	-18
C/C(N)=C(/C#N)C(=O)COc1ncnc2ccc(Br)cc12	0	7	-1.6	5	-7	-9	10	nt	103	-8	5
CCNC(=O)NCCNC(=O)c1cc(OCC(F)(F)F)ccc1OCC(F)(F)F	10	-6	-0.6	2	6	-12	-7	-4	110	4	0
COCc1cc(=O)[nH]c(/N=C(\N)Nc2cccc(Cl)c2)n1	nt	10	0.3	2	-10	nt	10	-5	99	-16	-1
CCc1ccccc1NC(=O)CN(C)C(=O)c1cc(C2CC2)nn1-c1ccccc1	-5	1	2.5	-9	-1	-8	-14	-8	nt	2	-1
O=S(=O)(O)c1ccc(N2N=C(c3ccccc3)CC2c2ccccc2)cc1 (stereo not drawn)	-10	-28	1.3	-13	28	0	2	1	101	1	-16
CSc1nc(NCC(C)C)nc(N2CCOCC2)n1	11	12	-0.5	2	-12	-5	6	nt	99	5	-2
Cc1ccc(C(=O)Nc2cccnc2)cc1S(=O)(=O)N1CCCCCC1	-2	4	2.3	-19	-4	-1	164	-4	nt	0	18
COc1cc(NC(=O)c2cc(Br)cc(C)c2OC)ccc1NC(=O)C(C)C	4	61	-0.7	-1	-61	-8	-6	0	95	-20	-4
Cc1ccnc2nc(C(=O)NCc3ccccc3)nn12	-9	-10	-0.4	4	10	4	-2	12	96	-15	-3
CCOC(=O)C1CCCN(C(=O)C2CCN(S(=O)(=O)c3ccc4ccccc4c3)CC2)C1 (stereo not drawn)	-9	2	1.4	-10	-2	-3	0	-16	99	-10	-1
CCCOc1ccccc1N/C(N)=N/c1nc(C)cc(C)n1	-6	19	0.1	-7	-19	-3	-10	-3	106	1	0
Cc1cc(C)nc(NNS(=O)(=O)c2ccc(F)c(Cl)c2)n1	6	-3	-1.0	4	3	0	-14	-13	112	-11	-3
COc1ccc(OC)c(CC(=O)N2CCc3cc(OC)c(OC)cc3C2)c1	-10	8	1.4	5	-8	-4	-18	-10	90	14	5
CC(C)C(NC(=O)C1CCCCC1)C(=O)NCc1ccccn1 (stereo not drawn)	-5	-23	-2.3	3	23	-5	16	4	nt	-14	17
Cc1ccc(S(=O)(=O)/N=C(/NC(=S)Nc2c(C)n(C)n(-c3ccccc3)c2=O)c2ccccc2)cc1	-6	12	0.0	-2	-12	8	-19	-12	101	15	1
Cc1ccc(S(=O)(=O)N2CCN(CC(=O)Nc3ccccc3Cl)CC2)cc1	-5	-18	-1.7	-3	18	2	nt	-4	92	2	-1
Cc1ccc(-n2nc3c(=O)n(CCCC(=O)N4CCC(C(N)=O)CC4)nc(C)c3c2C)cc1	-1	1	-0.2	-8	-1	1	-17	-6	99	22	-2
COC(=O)CCC(=O)OC1(C)C(=O)C=C2C=C(C3CC3)N(CCCOC(C)C)C=C2C1=O (stereo not drawn)	1	-1	1.3	-2	1	-1	-1	-5	103	12	nt
CC(=O)c1cccc(N(C(=O)Cn2nnc3ccccc32)C(C(=O)NCc2ccccc2)c2ccccn2)c1 (stereo not drawn)	-16	-15	0.6	-15	15	-9	-16	1	102	5	-1
Cc1ccccc1-c1cc(C(=O)n2cccn2)c2cc(Cl)ccc2n1	13	-35	-2.1	-3	35	-9	2	-11	99	6	-2
O=C(COC(=O)c1c2c(nc3ccccc13)/C(=C\c1ccco1)CC2)NC1CCCC1	7	48	0.4	-9	-48	3	nt	-3	86	0	34
COc1ccc(C(=O)NC(=S)Nc2ccc(S(=O)(=O)Nc3cc(OC)nc(OC)n3)cc2)cc1	-8	nt	-0.2	-13	nt	8	-22	2	nt	56*	1
COc1ccc2[nH]c(=O)c(C(c3nnnn3CC3CCCO3)N3CCc4ccccc4C3)cc2c1 (stereo not drawn)	12	-6	-1.6	-9	6	2	3	nt	97	30	6
CCCc1ccccc1OCCNS(=O)(=O)c1cc2c(cc1C)OCC(=O)N2	4	-10	1.3	-18	10	-5	9	1	106	-13	3
Cc1cc(C(F)F)n2ncc(C(=O)NCc3ccccc3F)c2n1	-17	-3	0.0	-10	3	3	15	-7	101	-4	-2
O=[N+]([O-])c1ccc(Cl)c(/C=N/N2CCN(c3ccccc3)CC2)c1	2	30	-0.7	2	-30	3	16	-15	102	5	0
COc1ccc(-n2ccnc2SCC(=O)NC2CCCC2)cc1	3	29	0.6	0	nt	-5	1	-15	nt	28	8
COc1ccccc1NC(=O)Oc1cccc(OC(=O)c2ccccc2)c1	-3	0	0.9	-7	0	-7	-5	3	107	12	1

In a second layout: results already given
| SMILES | PKA-R1A act | SR-BI HDL uptake | CDK5 p35 inh | dFosB act | SR-BI uptake up | PKA-R2B activ | SUMO Mot1 rescue | MITF act | Pemphigus Ab inh | Arrestin-AP2 inh | NSD2 HMT inh |
| --- | --- | --- | --- | --- | --- | --- | --- | --- | --- | --- | --- |
| O=C(COC(=O)c1c2c(nc3ccccc13)/C(=C\c1ccco1)CC2)NC1CCCC1 | 7 | 48 | 0.4 | -9 | -48 | 3 | nt | -3 | 86 | 0 | 34 |
| COc1ccc(C(=O)NC(=S)Nc2ccc(S(=O)(=O)Nc3cc(OC)nc(OC)n3)cc2)cc1 | -8 | nt | -0.2 | -13 | nt | 8 | -22 | 2 | nt | 56* | 1 |
| COc1ccc2[nH]c(=O)c(C(c3nnnn3CC3CCCO3)N3CCc4ccccc4C3)cc2c1 (stereo not drawn) | 12 | -6 | -1.6 | -9 | 6 | 2 | 3 | nt | 97 | 30 | 6 |
| CCCc1ccccc1OCCNS(=O)(=O)c1cc2c(cc1C)OCC(=O)N2 | 4 | -10 | 1.3 | -18 | 10 | -5 | 9 | 1 | 106 | -13 | 3 |
| Cc1cc(C(F)F)n2ncc(C(=O)NCc3ccccc3F)c2n1 | -17 | -3 | 0.0 | -10 | 3 | 3 | 15 | -7 | 101 | -4 | -2 |
| O=[N+]([O-])c1ccc(Cl)c(/C=N/N2CCN(c3ccccc3)CC2)c1 | 2 | 30 | -0.7 | 2 | -30 | 3 | 16 | -15 | 102 | 5 | 0 |
| COc1ccc(-n2ccnc2SCC(=O)NC2CCCC2)cc1 | 3 | 29 | 0.6 | 0 | nt | -5 | 1 | -15 | nt | 28 | 8 |
| COc1ccccc1NC(=O)Oc1cccc(OC(=O)c2ccccc2)c1 | -3 | 0 | 0.9 | -7 | 0 | -7 | -5 | 3 | 107 | 12 | 1 |

Following part.
SMILES	PKA-R1A act	SR-BI HDL uptake	CDK5 p35 inh	dFosB act	SR-BI uptake up	PKA-R2B activ	SUMO Mot1 rescue	MITF act	Pemphigus Ab inh	Arrestin-AP2 inh	NSD2 HMT inh
Cc1ccccc1CSc1nn2c(=O)c(C)nnc2s1	6	-1	-0.8	1	1	-3	-4	8	112	6	-3
CCC(C)(C)NC(=O)CN(C(=O)CCC(=O)Nc1cc(C)ccn1)c1ccc2c(c1)OCO2	-14	9	0.9	-11	-9	-1	-10	13	nt	-3	nt
Cc1ccc(/C=N/NC(=O)c2nnn(-c3nonc3N)c2CN(C)c2ccccc2)s1	-1	28	-0.6	-13	-28	-9	1	11	110	7	1
COCCNC(=O)C(c1ccc(O)cc1)N(C(=O)CCC(=O)Nc1nccs1)c1cccc(C)c1 (stereo not drawn)	4	-4	-0.5	-13	4	1	7	12	83	23	-1
Cc1ccc(CC(=O)Nc2cc([N+](=O)[O-])ccc2F)cc1	0	-6	0.2	6	6	-11	40	4	101	2	2
C[C@H](NC(=O)c1cc2c(cn1)[nH]c1ccccc12)C(=O)O	7	3	0.6	-4	-3	-4	-21	-15	88	-19	0
